G9a block: inhibitors of human histone lysine methyltransferase G9a; Q96KQ7; G9a H3K9 monomethylation, AlphaScreen, 2 h; Potency, µM (titrated, usually from 102 µM), without a hit: at the top dose activity, negative = inhibition, hits mostly inhibitors; actives 8.8% (n = 350,000); AID 504332; note: potency is the fitted concentration of half-maximal effect; % is set by controls: 0 for no effect and ±100 for the full control effect; nearly all actives have a fitted effect of over 75% in size
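Step 1: enzyme (final 20 nM) with compound, 15 min RT. Step 2: substrate peptide 500 nM and SAM 20 uM, 2 h RT. Step 3: anti-H3K9me1 antibody and AlphaScreen beads, 10 min, then plate read.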
PI4K2A inh: blocks human PI4K2A kinase activity | purified PI4K2A, ADP-Glo luminescence, 1 h; hits give low values | activity change, negative = inhibition, % at 76.9 µM | actives 0.13% (n = 420,000) | AID 1346378; in the data active = activity change below about -50%; inconclusive = mostly about -30% to -49%;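 note: -100% = wells without enzyme as full effect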
Target sequence (Q9BTU6 whole entry, looked up): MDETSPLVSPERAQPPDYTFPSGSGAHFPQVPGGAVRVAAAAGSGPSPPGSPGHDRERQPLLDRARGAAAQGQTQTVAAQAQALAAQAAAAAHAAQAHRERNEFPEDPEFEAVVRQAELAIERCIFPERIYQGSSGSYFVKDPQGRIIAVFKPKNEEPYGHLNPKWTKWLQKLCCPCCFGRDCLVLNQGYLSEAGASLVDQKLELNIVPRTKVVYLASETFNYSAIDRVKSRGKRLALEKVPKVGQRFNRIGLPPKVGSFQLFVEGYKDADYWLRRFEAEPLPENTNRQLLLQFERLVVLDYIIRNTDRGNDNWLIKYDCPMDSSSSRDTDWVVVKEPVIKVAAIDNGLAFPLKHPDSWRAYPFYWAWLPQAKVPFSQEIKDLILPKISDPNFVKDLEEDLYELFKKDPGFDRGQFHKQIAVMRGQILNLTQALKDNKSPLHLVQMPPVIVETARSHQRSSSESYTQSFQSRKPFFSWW
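Compounds are screened against recombinant PI4K2A using PI as substrate and ATP, the latter dispensed at 300 microM. Reactions run one hour at ambient temperature before ADP-Glo detection; full inhibition defined by wells lacking enzyme.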
ERG Ets-DNA blk: blocks human ERG Ets domain binding to DNA | P11308 | fluorescence polarization, His-ERG Ets domain / labelled DNA | Potency, µM (top dose mostly 76.9 µM), for inactives: at the highest dose FP activity, negative = inhibition, usual class: inhibitors | actives 0.028% (n = 370,000) | AID 624246; active = well fitted inhibition curve with a large enough effect in the polarisation, with a control signal flat; inconclusive = small, poorly fitted or top-dose-only effect, or effect the other way, or a change in a side signal; inactive = no such curve, though single readings can be large or run the other way; the % refers to the polarisation;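 note: polarization taken with two DNA probes labelled with fluorescein and Texas red; potency is the fitted concentration of half-maximal effect; % of control where 0% means no effect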
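His-tagged ERG Ets domain (1 uM in the protein solution; 300mM KCl, 50mM Tris-HCl, 1mM EDTA, 1mM DTT, pH 7.5) received compound, then a probe mix of 5 nM fluorescein-DNA and 100nM Texas-615-DNA. Fluorescence polarization was read for both dyes.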
ALOX12 inh: inhibitors of human 12S-lipoxygenase ALOX12; P18054; purified 12hLO, xylenol orange hydroperoxide absorbance; Potency, µM (top dose mostly 108 µM), for inactives: at the highest dose activity change, negative = inhibition, most hits filed as inhibitors; actives 1.1% (n = 580,000); AID 1671190; note: potency is the fitted concentration of half-maximal effect; % is set by controls: 0 for no effect and ±100 for the full control effect
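Purified human 12hLO (150 nM final) in 25 mM Hepes, 0.01% Triton X-100, pH 7.0 was preincubated 15 min at room temperature with compound. Then 40 uM arachidonic acid was added, 30 min. Hydroperoxide was read by Fe-XO absorbance ratio 573/405 nm.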
JMJD2A Tudor inh: blocks the human JMJD2A Tudor domain; O75164; AlphaScreen JMJD2A-Tudor / H3K4me3 peptide binding; Potency, µM (top dose mostly 114 µM), without a hit: at the highest dose activity change, negative = inhibition, hits mostly inhibitors; actives 4.4% (n = 390,000); AID 504339; note: potency is the fitted concentration of half-maximal effect; % is set by controls: 0 for no effect and ±100 for the full control effect; nearly all actives have a fitted effect of over 50% in size
GLS inhibitor: blocks human kidney-isoform glutaminase activity; GLS enzymatic activity, qHTS titration; O94925; actives 0.21% (n = 410,000); Potency, µM (top dose mostly 45.5 µM), inactives show at the top dose activity change, negative = inhibition, usual class: inhibitors; note: potency is the fitted concentration of half-maximal effect; % is set by controls: 0 for no effect and ±100 for the full control effect
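Read-out is an Amplex red fluorescence increase coupled through glutamate oxidase and HRP, measured before and after 30 min room-temperature incubation. hKGA is in 45 mM KH2PO4 (pH 8.2) with 0.02% Tween-20; glutamine added as 1mM solution.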
HP1b chromo inh: HP1-beta chromodomain-methylated histone interaction inhibition; actives 0.56% (n = 390,000); P83916; Potency, µM (titrated, usually from 114 µM), inactives show at the highest dose activity change, negative = inhibition, actives largely listed as inhibitors; AID 540317; AlphaScreen HP1-beta / biotin-H3K9me3 peptide binding; note: potency is the fitted concentration of half-maximal effect; nearly all actives have a fitted effect of over 70% in size; inactives centre near 23
Target sequence (P83916 whole entry, looked up): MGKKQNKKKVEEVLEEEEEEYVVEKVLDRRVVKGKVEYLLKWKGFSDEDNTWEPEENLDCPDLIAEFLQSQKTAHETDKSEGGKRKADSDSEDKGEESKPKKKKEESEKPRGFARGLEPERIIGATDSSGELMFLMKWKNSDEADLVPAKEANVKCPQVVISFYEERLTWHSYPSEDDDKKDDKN
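HP1-beta protein (50 nM final) preincubated 30 min at room temperature with biotinylated H3(1-18)K9me3 peptide (50 nM) in PBS pH 7.4, 0.01% Tween-20, then compound added for 30 min. AlphaScreen streptavidin donor/nickel chelate acceptor beads (10 ug/mL final), 30 min dark, luminescence read.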
BAZ2B block: blocks human BAZ2B; Q9UIF8; actives 4.4% (n = 360,000); AID 504333; AlphaScreen BAZ2B-H3K14Ac peptide displacement; Potency, µM (titrated, usually from 114 µM), inactives show at the top dose activity change, negative = inhibition, actives largely listed as inhibitors; note: potency is the fitted concentration of half-maximal effect; % is set by controls: 0 for no effect and ±100 for the full control effect; nearly all actives have a fitted effect of over 60% in size
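Complex of BAZ2B and biotin-H3K14Ac (50 nM apiece) forms over 30 min at RT, then faces library compounds up to 110 uM for another 30 min; AlphaScreen beads added, 20 min dark incubation, luminescence read.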
RGS4 inh: human RGS4 inhibition. actives 0.039% (n = 390,000). Transcreener GDP fluorescence polarization, RGS4-accelerated GTP hydrolysis. P49798. Potency, µM (series often up to 114 µM), for inactives: at the highest dose activity change, negative = inhibition, usual class: inhibitors; note: potency is the fitted concentration of half-maximal effect; % is set by controls: 0 for no effect and ±100 for the full control effect; nearly all actives have a fitted effect of over 75% in size; some results filed as inactive show a strong effect at the top dose
Target sequence (P49798 whole entry, looked up): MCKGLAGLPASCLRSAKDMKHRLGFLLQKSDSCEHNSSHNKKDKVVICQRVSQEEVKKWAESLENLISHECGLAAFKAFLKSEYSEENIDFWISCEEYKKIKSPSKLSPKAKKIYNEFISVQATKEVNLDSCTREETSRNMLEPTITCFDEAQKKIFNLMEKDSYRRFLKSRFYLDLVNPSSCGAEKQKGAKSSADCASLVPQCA
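MLSMR compounds (23 nl, pin-transferred) preincubated 10 min at room temperature with a 500nM (2x) first reagent, then RGS4 at 900nM (2x) plus Transcreener GDP mix added; fluorescence polarization (620/688 nm) read before and after 90 min at 30 °C.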
The depositor's hits bear a star; u = inconclusive; x = not tested or not shown; [ ] = dose if it differs, or a comment. Unless noted, calls come from the whole dose curve; as a rule, active = well fitted curve in the direction sought with a large enough effect; inconclusive = small, poorly fitted or top-dose-only effect, or another doubt; inactive = no such curve, though single readings can be large; an effect the other way counts as inactive or inconclusive.

| G9a block | PI4K2A inh | ERG Ets-DNA blk | ALOX12 inh | JMJD2A Tudor inh | GLS inhibitor | molecule | HP1b chromo inh | BAZ2B block | RGS4 inh |
| --- | --- | --- | --- | --- | --- | --- | --- | --- | --- |
| u | -2 | 7% | -3% | -3% | 6% | Cc1ccccc1NC(=O)c1ccccc1NC(=O)Cc1cccc2ccccc12 | 30% | -8% | 2% |
| -3%[0.501 µM] | 4 | -14% | u | -14% | -8% | COC(=O)/C=C/c1ccccc1CN1[C@@H](CC(=O)OC)c2ccccc2S1(=O)=O | 39% | -3% | -11% |
| -24%[59 µM] | -4 | 5% | -8% | 12% | -2% | CCOc1ccc(NC(=O)N2CCN(c3ccc(Cl)c(Cl)c3)CC2)cc1 | 33% | 3% | -26% |
| 12%[12.7 µM] | 1 | x | -10% | 39%[activator] | -6% | CCCN(CCC)c1ncnc2c1cnn2-c1ccc(OC)cc1 | 91% | 43%[activator] | -20% |
| 14%[59 µM] | 2 | -3% | -33% | -5% | -2% | Cc1ccc(Cl)cc1NC(=O)Cn1nc2c(cc1=O)CC(C)CC2 (configuration not stated) | 24%[57 µM] | 3% | -14% |
| 6% | -4 | x | -6% | -17% | -1% | Cc1c(Cl)c([N+](=O)[O-])nn1CCCC(=O)Nc1cc(Cl)ccc1Cl | 22% | 8% | -21% |
| x | 1 | 0% | 10% | -12% | 0% | Cc1ccc(CN2C(=NC(=O)CCC(=O)O)SC3CS(=O)(=O)CC32)cc1 (configuration not stated) | 0% | 8% | -2% |
| 7%[59 µM] | 2 | -5% | 24% | -25% | -9% | O=C(/C=C/c1cccc([N+](=O)[O-])c1)Nc1ccccc1N1CCOCC1 | -4% | -31% | 5% |
| 28µM* | 16 | -10% | u | 50µM* | -2% | CCc1ccc2c(c1)C1(NN=C(c3ccc(C)cc3)S1)C(=O)N2 (configuration not stated) | 18µM* | 7.9µM* | -37% |
| 14%[59 µM] | 9 | 0% | -2%[57.4 µM] | -6% | 11% | O=S(=O)(NC1CC1)c1ccc(S(=O)(=O)N2CCN3CCCC3C2)cc1 (configuration not stated) | 7% | 11% | 17% |
| -16%[59 µM] | 8 | 1% | -20% | -13% | 27% | COc1ccc(NC(=O)NCc2cccnc2)cc1OC | 10% | -3% | 3% |
| 45µM* | -22 | -18% | 3% | -27% | 28% | COc1ccc(N2CCN(c3ccc(NC(=O)/C=C\C(=O)O)cc3)CC2)cc1 | 9% | u | -23% |
| 55%[activator][59 µM] | 1 | -4% | -17% | 53%[activator] | -7% | CCC(Oc1ccccc1)C(=O)O/N=C(\N)c1ccc(OC)c(OC)c1 (configuration not stated) | 67%[activator] | 58%[activator] | 11%[11.4 µM] |
| -10% | 3 | 3% | -15% | -11% | 9% | O=C(COC(=O)C12CC3CC(CC(O)(C3)C1)C2)NC12CC3CC(CC(C3)C1)C2 | 49%[activator] | 0% | -19% |
| -8% | 5 | -6% | -2% | -13% | 24% | FC(F)Oc1ccc(NC(=S)NCc2nc3ccccc3[nH]2)cc1 | 15% | -13% | -34% |
| -10% | 1 | -8% | 8% | -27% | 14% | Cc1ccc(NC(=O)NNC(=O)c2sccc2-n2cccc2)cc1 | 24% | u | 8% |
| 3% | -5 | x | 1% | -17% | 3% | CCC1CCCCN1CCCNC(=O)Cn1nc(-c2ccccc2)ccc1=O (configuration not stated) | 28% | -2% | -3% |
| 6% | 10 | 1% | 2% | 0% | 9% | N#Cc1c(N)c(C(=O)c2ccc(Cl)cc2)n2c1CCC2 | 40%[activator] | 1% | 5% |
| 17% | -6 | 0% | -5% | -2% | 3% | CC(=O)Nc1ccc(S(=O)(=O)Nc2ccc(-c3ccc4nnc(C)n4n3)cc2)cc1 | 22% | u | -21% |
| 25% | -1 | -2% | -4% | -15% | 2% | COc1ccc(CNC(=O)c2cc3cccc(OC)c3oc2=N)cc1 | 24% | -22% | -33% |
| 11% | -4 | 15% | -10% | 9% | 77%[activator] | COC(=O)c1sc2nc(SCc3ccccc3C)n(N)c(=O)c2c1C | 31% | 5% | 7% |
| u | -5 | 0% | -9% | -10% | 0% | CC(C)[C@H](NC(=O)c1ccc(Cl)c([N+](=O)[O-])c1)C(=O)NCc1ccc(Cl)cc1Cl | 17% | -21% | -24% |
| x | -2 | 3% | -7% | -24% | -3% | COc1ccc(NC(=O)c2cc3ccccc3o2)cc1S(=O)(=O)N1CCCCC1 | 18% | x | -33% |
| 23% | -2 | 1% | -13% | -14% | -3% | CCCCC(CC)C(=O)Nc1cc(C(=O)NCc2ccc(C)cc2)ccc1N1CCC2(CC1)CC(c1ccccc1)=NO2 (configuration not stated) | 42%[activator] | -33% | -12% |
| u | -14 | 1% | u | -11%[11.4 µM] | -17% | Cc1nnc(SCc2cc(=O)n3[nH]cnc3n2)s1 | 7% | 7% | -47%[11.4 µM] |
| -47% | 0 | 25% | u | -16% | 7% | CC(=O)N1CCc2cc(N=NC3=C(O)CCCC3=O)ccc21 | 15% | u | 12% |
| -3% | -9 | -11% | 21% | -17% | -2% | CC(=O)NCCc1nc2ccccc2n1CCOc1cccc(C)c1 | 6% | -2% | -5% |
| 30%[activator][59 µM] | -1 | 6% | 6% | -9% | 2% | Cc1ccccc1-c1nc(CS(=O)(=O)CC(=O)N2CCOCC2)c(C)o1 | 31% | -38% | -6% |
| u | -2 | 2% | -23% | -13% | -7% | Cc1ccsc1CN(C(=O)COc1ccc(Br)cc1)C1CCS(=O)(=O)C1 (configuration not stated) | 47%[activator] | -19% | -20% |
| x | -2 | -3% | -16% | -17% | 24% | C[C@H]1CN([C@@H](C)CO)C(=O)c2cccc(NC(=O)C3CC3)c2O[C@H]1CN(C)C(=O)Nc1ccc2c(c1)OCO2 | 62%[activator] | x | -8% |

Single records, as listed above.
Cc1ccc(NC(=O)NNC(=O)c2sccc2-n2cccc2)cc1 across the screens: G9a block = -10%; PI4K2A inh = 1; ERG Ets-DNA blk = -8%; ALOX12 inh = 8%; JMJD2A Tudor inh = -27%; GLS inhibitor = 14%; HP1b chromo inh = 24%; BAZ2B block = u; RGS4 inh = 8%
CC(=O)NCCc1nc2ccccc2n1CCOc1cccc(C)c1 across the screens: G9a block = -3%; PI4K2A inh = -9; ERG Ets-DNA blk = -11%; ALOX12 inh = 21%; JMJD2A Tudor inh = -17%; GLS inhibitor = -2%; HP1b chromo inh = 6%; BAZ2B block = -2%; RGS4 inh = -5%
N#Cc1c(N)c(C(=O)c2ccc(Cl)cc2)n2c1CCC2 across the screens: G9a block = 6%; PI4K2A inh = 10; ERG Ets-DNA blk = 1%; ALOX12 inh = 2%; JMJD2A Tudor inh = 0%; GLS inhibitor = 9%; HP1b chromo inh = 40%[activator]; BAZ2B block = 1%; RGS4 inh = 5%

New compounds follow.
| G9a block | PI4K2A inh | ERG Ets-DNA blk | ALOX12 inh | JMJD2A Tudor inh | GLS inhibitor | molecule | HP1b chromo inh | BAZ2B block | RGS4 inh |
| --- | --- | --- | --- | --- | --- | --- | --- | --- | --- |
| 7.1µM* | -4 | -11% | 32µM* | 50µM* | 6% | Cc1nc2c(=O)[nH]c(=S)n(C)c2nc1C | -71% | -28% | u |
| 2%[12.7 µM] | -4 | x | 28% | -6% | 0% | C=CCn1c(C(C)NC(=O)CC)nc2ccccc21 (configuration not stated) | 13% | 3% | 21% |
| x | 2 | 0% | 2% | -12% | 10% | OCC1OC(c2ccccc2)OC2COC(c3ccccc3)OC12 (configuration not stated) | 11% | x | -8% |
| 185%[activator] | -1 | -2% | -1% | 91%[activator] | -12% | Clc1ccc(-c2nnc(-c3ccccc3Cl)o2)cc1 | 115%[activator] | 134%[activator] | -2% |
| x | -2 | 4% | -11% | 20µM* | 10µM* | CC(C)C[C@@H](CNCC(=O)[C@H](Cc1c[nH]c2ccccc12)NC(=O)c1[nH]cnc1C(=O)N[C@@H](C)CN)NC(=O)c1nc[nH]c1C(=O)N[C@@H](CC(=O)O)C(=O)O | 22% | x | u |
| u | 3 | -1% | u | -26% | -1% | Cc1cccc(NS(=O)(=O)c2ccc(C(=O)NCC3(N4CCCCC4)CCCCC3)cc2)c1C | 11% | 0% | -6% |
| -2%[59 µM] | -1 | 8% | -21% | -18% | 0% | COc1cc(NC(=O)c2cc3cc4cc(OC)ccc4nc3o2)cc(OC)c1 | 21%[57 µM] | 8% | -50% |

From PubChem BioAssay

Some of the compounds tested; count on the stated rates, not on these rows.
